Bioassay records: PubChem BioAssay, National Center for Advancing Translational Sciences (NCATS)
PKM2 activator – qHTS Assay for Activators of Human Muscle isoform 2 Pyruvate Kinase | Pyruvate kinase PKM (Homo sapiens), P14618 | purified PKM2, Kinase-Glo ATP luminescence, activation; response scale: 0% is enzyme alone, no compound | Potency, µM (top dose mostly 57.5 µM), for inactives: at the highest dose activation, usual class: activators | hit rate 0.34% among 260,000 | AID 1631, 2009; also: potency is read from the fitted curve at half-maximal effect; % is scaled to controls: 0 for no effect and ±100 for the full control effect; nearly all actives have a fitted effect of over 55% in size
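Kinase-Glo luminescence reports ATP generated from ADP (0.1 mM) and PEP (0.5 mM) by purified hPK-M2 after 1 h at room temperature, pH 7.2 imidazole buffer; intermediate enzyme activity allows detecting inhibitors and activators.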
Eya2 phos inh – qHTS Assay for Inhibitors of the Phosphatase Activity of Eya2 | Protein phosphatase EYA2 (Homo sapiens), O00167 | recombinant Eya2, OMFP fluorescence dephosphorylation (OMFP is methylfluorescein phosphate) | Potency, µM (doses to about 76.9 µM), inactives show at the top dose activity, negative = inhibition, hits mostly inhibitors | hit rate 0.006% among 330,000 | AID 488837, 2010; also: potency is read from the fitted curve at half-maximal effect; % is scaled to controls: 0 for no effect and ±100 for the full control effect
Target sequence (O00167 whole entry, looked up): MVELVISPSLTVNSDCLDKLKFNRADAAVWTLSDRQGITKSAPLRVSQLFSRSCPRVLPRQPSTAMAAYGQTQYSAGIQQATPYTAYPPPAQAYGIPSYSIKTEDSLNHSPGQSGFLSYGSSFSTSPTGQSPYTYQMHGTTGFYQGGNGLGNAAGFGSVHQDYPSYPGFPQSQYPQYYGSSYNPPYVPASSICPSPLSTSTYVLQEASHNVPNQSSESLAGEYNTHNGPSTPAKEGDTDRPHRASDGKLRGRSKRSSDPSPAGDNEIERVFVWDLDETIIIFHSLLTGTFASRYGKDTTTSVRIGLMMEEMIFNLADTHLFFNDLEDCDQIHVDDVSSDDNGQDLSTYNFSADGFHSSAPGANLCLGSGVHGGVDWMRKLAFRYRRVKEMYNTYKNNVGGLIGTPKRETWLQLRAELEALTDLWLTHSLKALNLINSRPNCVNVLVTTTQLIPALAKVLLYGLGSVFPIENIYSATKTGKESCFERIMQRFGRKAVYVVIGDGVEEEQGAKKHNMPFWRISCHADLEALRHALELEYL
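Eya2 protein (added as 0.2 uM solution) was preincubated with compound for 10 min at ambient temperature in 50 mM HEPES pH 7.5, 50 mM NaCl, 5 uM MgCl2, 0.05% BSA, 1 mM DTT. OMFP (added at 50 uM) then reacted 10 min; fluorescence read at 485/525 nm.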
BCR signal inh – qHTS Assay to Find Inhibitors of Chronic Active B-Cell Receptor Signaling; ABC-DLBCL IkBa-CBG/CBR reporter, luminescence ratio, 4 h; Potency, µM (titrated, usually from 46.1 µM), for the others: at the highest dose ratio change, negative = lower green/red ratio, hits mostly inhibitors; hit rate 0.05% among 340,000; active = well fitted inhibition curve with a large enough effect in the signal ratio, with a control signal flat, not every such curve was filed as active; inconclusive = small, poorly fitted or top-dose-only effect, or effect the other way, or a change in a side signal; the % refers to the signal ratio;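 also: potency is read from the fitted curve at half-maximal effect; plate controls were basal doxycycline-induced cells for no effect and cells given 10 µM MG132 for full effect; MG132 reads +100%, hits lower the ratio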
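Concentration-response series (up to 46 uM) were applied to TMD8 dual-reporter cells for 4 h at 37C with doxycycline. Green/red ratio, after filter-overlap correction, defined %Activity; red signal alone was normalised to basal cells and zero luminescence.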
USP2a block – qHTS Assay for Inhibitors of Ubiquitin-specific Protease USP2a Using CHOP2 as the Reporter | hit rate 0.01% among 330,000 | Potency, µM (doses to about 38.3 µM), for the others: at the top dose activity change, negative = inhibition, actives largely listed as inhibitors | USP2 core, Ub-CHOP2 coupled fluorogenic reporter, 485/531 | Ubiquitin carboxyl-terminal hydrolase 2 (Homo sapiens), O75604;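 also: potency is read from the fitted curve at half-maximal effect; plate controls were DMSO wells for no effect and full inhibition by NEM control for full effect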
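USP2 core (10nM final) preincubated 30min RT with compound in 20mM Tris-HCl pH 8.0, 2mM CaCl2, 2mM beta-mercaptoethanol, 0.05% CHAPS; 25nM Ub-CHOP2 plus 25nM reporter substrate added, fluorescence (Ex485/Em531) read after 60min.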
TSHR antag – Antagonists of the Thyroid Stimulating Hormone Receptor: HTS campaign. Thyrotropin receptor (Homo sapiens), P16473. AID 504810, 2011. TSHR-expressing cells, TSH-stimulated cAMP HTRF, 2 h; stronger effect = lower value. activity change, negative = inhibition, % at 11.5 µM. hit rate 0.2% among 330,000;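 active = activity change below a set negative limit, meaning inhibition stronger than a set level, cut at about -70% in these data; inconclusive = activity change between two set negative limits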; also: % is scaled to controls: 0 for no effect and ±100 for the full control effect
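Inhibition of cAMP made by TSHR-expressing cells under TSH stimulation (4nM final, EC80; 2 h, 37 deg C) is quantified with a one-step lysis HTRF kit, anti-cAMP cryptate versus cAMP-d2.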
hERG WT inh – qHTS for Inhibitors of KCHN2 3.1: Wildtype qHTS. U2OS, BacMam KCNH2, thallium flux FluxOr; stronger effect = lower value. Voltage-gated inwardly rectifying potassium channel KCNH2 (Homo sapiens), Q12809. hit rate 0.37% among 340,000. activity change, % at 1.84 µM;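 active = maximum activity change below -70%; inconclusive = maximum activity change between -70% and -50%; inactive = maximum activity change above -50%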; also: % is scaled to controls: 0 for no effect and ±100 for the full control effect
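U2OS cells were transduced with wild-type KCNH2 virus (2.03 x 10^8 / mL) for 4 h at room temperature, then cultured overnight at 37 C. Thallium flux was read with FluxOr dye. Rate constants were normalized to DMSO controls.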
Menin-MLL TR inh – qHTS Assay for Inhibitors Targeting the Menin-MLL Interaction in MLL Related Leukemias: Competition With Texas Red Labeled MLL-derived Mutant Peptide; O00255; Menin + Texas Red MLL mutant peptide, fluorescence polarization; Potency, µM (titrated, usually from 61.6 µM), for the others: at the top dose FP activity change, negative = inhibition, usual class: inhibitors; hit rate 0.23% among 270,000; active = well fitted inhibition curve with a large enough effect in the polarisation, with a control signal flat, not every such curve was filed as active; inconclusive = small, poorly fitted or top-dose-only effect, or effect the other way, or a change in a side signal; inactive = no such curve, though single readings can be large or run the other way; the % refers to the polarisation; also: potency is read from the fitted curve at half-maximal effect; % of control where 0% means no effect; many of its hits are not listed in these tables
MBNL1-CUG inh – qHTS Assay for Inhibitors of MBNL1-poly(CUG) RNA binding | TR-FRET MBNL1-His/biotin-(CUG)12 binding, 665/545 ratio | Potency, µM (titrated, usually from 57.5 µM), without a hit: at the highest dose activity change, negative = inhibition, hits mostly inhibitors | hit rate 0.036% among 280,000 | Muscleblind-like protein 1 (Homo sapiens), Q9NR56; active = well fitted inhibition curve with a large enough effect in the signal ratio, with a control signal flat, not every such curve was filed as active; inconclusive = small, poorly fitted or top-dose-only effect, or effect the other way, or a change in a side signal; inactive = no such curve, though single readings can be large or run the other way; the % refers to the signal ratio; also: potency is read from the fitted curve at half-maximal effect; % is scaled to controls: 0 for no effect and ±100 for the full control effect
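Compound titration spanned 92 nM–58 uM against the MBNL1-His/biotin-(CUG)12 complex. After 60 min at room temperature with 5 nM streptavidin-XL665 and 0.055 ng/ul terbium anti-His, ratiometric 665/545 nm emission (Ex 340 nm) normalized to controls.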
GALK inhibitor – qHTS Assay for Inhibitors of Human Galactokinase (GALK) | P51570 | Purified GALK, Kinase-Glo residual ATP luminescence | Potency, µM (highest dose often 57.5 µM), without a hit: at the top dose activity change, negative = inhibition, hits mostly inhibitors | hit rate 0.007% among 270,000 | AID 1868, 2009; also: potency is read from the fitted curve at half-maximal effect; % is scaled to controls: 0 for no effect and ±100 for the full control effect
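Compounds were pin-transferred into ATP buffer (35 uM final), then GALK plus galactose (5 nM, 100 uM final) was added. After 1 h at room temperature, Kinase-Glo Plus was added and luminescence read after 10 min.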
ASM inhibitor – Inhibitors of Secretory Acid Sphingomyelinase (S-ASM): qHTS; Potency, µM (series often up to 57.5 µM), for the others: at the top dose activity change, negative = inhibition, hits mostly inhibitors; placental ASM, HMU-PC fluorogenic substrate, 60 min; hit rate 0.006% among 340,000; also: potency is read from the fitted curve at half-maximal effect
Target sequence (P17405 47-631 limits assumed): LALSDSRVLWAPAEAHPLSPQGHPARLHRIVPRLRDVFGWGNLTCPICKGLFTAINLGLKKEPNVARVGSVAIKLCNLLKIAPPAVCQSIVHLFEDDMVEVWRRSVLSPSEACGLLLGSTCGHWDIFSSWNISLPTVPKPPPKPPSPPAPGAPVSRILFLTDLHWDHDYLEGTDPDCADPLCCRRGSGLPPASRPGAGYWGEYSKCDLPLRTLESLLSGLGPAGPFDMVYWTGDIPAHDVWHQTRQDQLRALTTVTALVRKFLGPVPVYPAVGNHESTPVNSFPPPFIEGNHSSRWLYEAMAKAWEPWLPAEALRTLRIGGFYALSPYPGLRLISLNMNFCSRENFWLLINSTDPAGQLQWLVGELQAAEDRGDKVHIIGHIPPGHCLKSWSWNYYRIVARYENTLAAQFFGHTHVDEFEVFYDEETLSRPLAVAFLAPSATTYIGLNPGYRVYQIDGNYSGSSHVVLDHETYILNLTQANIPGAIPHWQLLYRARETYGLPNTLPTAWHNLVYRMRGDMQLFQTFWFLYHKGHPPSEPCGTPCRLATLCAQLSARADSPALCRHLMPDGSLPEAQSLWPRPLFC
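Human placenta-derived ASM enzyme was preincubated with compound for 10 minutes at room temperature, then given fluorogenic substrate HMU-PC0 (9 uM final) for 60 minutes at 37 °C; a pH 10 stop preceded fluorescence reading at Ex 386/Em 447 nm.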
Mito fusion act – qHTS Assay for Small Molecule Inhibitors of Mitochondrial Division or Activators of Mitochondrial Fusion. S. cerevisiae fusion-defective mutant growth rescue, CellTiterGlo 48 h. AID 485298, 2010. Potency, µM (titrated, usually from 46.1 µM), for inactives: at the top dose growth rescue (activation), actives largely listed as activators. hit rate 0.23% among 320,000;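 also: potency is read from the fitted curve at half-maximal effect; % of control where 0% means no effect; nearly all actives have a fitted effect of over 45% in size; temperature-sensitive fusion mutants such as fzo1-1 at 37 °C on non-fermentable ethanol glycerol medium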
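S. cerevisiae fusion-defective temperature-sensitive mutants (e.g. fzo1-1, mgm1-5) grown 48 h at 37C in YPEG (ethanol/glycerol non-fermentable) medium with 23 nl compound per well; growth rescue read as CellTiterGlo luminescence.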
Numbers without * were called inactive; ? = inconclusive; . = no result given. Unless noted, calls follow the shape of the dose curve; as a rule, active = well fitted curve in the direction sought with a large enough effect; inconclusive = small, poorly fitted or top-dose-only effect, or another doubt; inactive = no such curve, though single readings can be large; an effect the other way counts as inactive or inconclusive. These rows are one share of the data; rates above refer to the full screens.

SMILES	PKM2 activator	Eya2 phos inh	BCR signal inh	USP2a block	TSHR antag	hERG WT inh	Menin-MLL TR inh	MBNL1-CUG inh	GALK inhibitor	ASM inhibitor	Mito fusion act
COc1ccc([C@@H]2CC(=O)c3c(O)cc(O[C@@H]4OC(CO[C@@H]5OC(C)[C@H](O)[C@@H](O)[C@H]5O)[C@@H](O)[C@H](O)[C@H]4O)cc3O2)cc1O (some centres not stated)	.	8%	1%	-2%	2	-6	.	.	.	-2%	.
CC(=O)Nc1ccc(C(=O)N/C(=C/c2ccccc2)C(=O)NCc2ccco2)cc1	-1%	12%	-9%	0%	6	0	1%	6%	13%	3%	-3%
Cc1ccc(C)c(C(=O)CCC(=O)O)c1	-13%	-1%	-1%	4%	-5	0	-15%	-6%	5%	3%	17%
COc1ccc(C2CC(C(C)(C)C)=NN2c2ccc(S(N)(=O)=O)cc2)cc1 (configuration not stated)	.	-3%	?	1%	1	-9	.	.	.	-18%	.
Cc1cc(C)n(NC(=S)NC2CCCCC2)c(=O)c1C#N	1%	8%	-9%	2%	10	0	.	1%	1%	0%	2%
NNC(=O)c1oc2ccccc2c1-n1cccc1	-4%	-10%	?	0%	-2	1	-11%	7%	6%	-2%	10%
S=C1NCN(Cc2ccco2)CN1c1ccccc1	-3%	18%	-10%	-1%	-5	1	.	.	8%	1%	-4%
Cc1cccc(-n2cnc(C(=O)NC3CCCCCC3)c2)n1	-6%	10%	?	1%	-12	2	-9%	-9%	-2%	0%	7%
CCCCc1c(O)nc(SCCC(=O)O)[nH]c1=O	-4%	3%	12%	4%	1	.	19%	-6%	-3%	.	-1%
CCCCN1C(=O)NC(NC(=O)c2ccco2)(C(F)(F)F)C1=O (configuration not stated)	15%	7%	-3%	1%	21	8	-3%	-2%	.	0%	3%
CC(=O)C1C(c2ccccc2)c2c(n[nH]c2C)CC1(C)O (configuration not stated)	-6%	-6%	-5%	0%	-1	-6	5%	-5%	2%	3%	-6%
O=C1/C(=C/c2ccncc2)SC(=S)N1C1CCS(=O)(=O)C1 (configuration not stated)	4%	-9%	?	0%	1	-6	-29%	?	0%	-3%	-6%
COc1cccc(Oc2ccc3nnc(C(F)(F)F)n3n2)c1	-2%	-23%	0%	-3%	5	8	-2%	2%	6%	1%	4%
CC1CCN(c2ccccc2NC(=S)NC(=O)C(C)(C)C)CC1	-3%	-12%	?	0%	-3	-8	2%	-6%	3%	-3%	12%
CCCCCCC1CCC(C(=O)NC(CCSC)C(=O)NC(C(=O)OC)C(C)C)CC1 (configuration not stated)	-14%	-20%	27%	0%	3	-8	?	1%	1%	-5%	2%
CCOCCCn1c(=S)[nH]c2cc(C(=O)N3CCC(C(N)=O)CC3)ccc2c1=O	1%	-7%	-3%	-3%	5	-12	-3%	0%	-2%	1%	-1%
O=C(O)/C(=C\c1cccs1)c1ccc(F)cc1	2%	-7%	0%	1%	24	17	-7%	-23%	0%	-1%	0%
CC1=C(C)CC(C(=O)Nc2cccc([N+](=O)[O-])c2)C(C(=O)O)C1 (configuration not stated)	1%	3%	5%	1%	-13	1	17%	.	1%	9%	-3%
O=[N+]([O-])c1ccc(C2NS(=O)(=O)N=C3CCCCCN32)cc1 (configuration not stated)	6%	2%	1%	0%	8	-21	.	.	-1%	-2%	4%
CN(C)C(CNC(=O)CCc1nc2sc3c(c2c(=O)[nH]1)CCCC3)c1ccccc1 (configuration not stated)	.	19%	-16%	1%	-6	-11	.	.	.	4%	-5%
O=C(c1cccc(C(F)(F)F)c1)N1CCN(CCc2ccccc2)CC1	-1%	13%	-2%	1%	35	8	-22%	-1%	2%	0%	12%
COc1ccc(C)cc1-n1c(N)c(C#N)c(C#N)c1-c1ccc(OC)c(OC)c1OC	6%	11%	?	-1%	-12	7	-14%	2%	-1%	-1%	1%
O=C1[C@@H]2CSCN2C(=O)CN1Cc1ccccc1F	.	-8%	2%	3%	-3	-3	0%	-6%	-3%	-1%	3%
O=C(O)CC(c1ccc(C(F)(F)F)cc1)N1Cc2ccccc2C1=O (configuration not stated)	.	-1%	-1%	5%	-2	0	16%	-4%	1%	-1%	-1%
Cc1ccc(OCC(=O)Nc2cc(S(=O)(=O)N3CCOCC3)ccc2N2CCCC2)cc1	.	-28%	9%	-1%	-4	5	.	.	.	-3%	3%

(cont.)
SMILES	PKM2 activator	Eya2 phos inh	BCR signal inh	USP2a block	TSHR antag	hERG WT inh	Menin-MLL TR inh	MBNL1-CUG inh	GALK inhibitor	ASM inhibitor	Mito fusion act
O=C(Nc1ccc(S(=O)(=O)NC2=NCCCCC2)cc1)c1ccccc1Cl	0%	-1%	3%	5%	-7	-5	.	-7%	1%	-2%	-1%
COc1cc(C(=O)N(C)C2CCCCC2)ccc1OC1CCN(C(C)=O)CC1	-3%	1%	-6%	0%	8	30	-10%	1%	5%	4%	-2%
CCOC(=O)C1C(c2ccccc2)C(C(=O)OCC)S(=O)(=O)C(CCN(CC)CC)S1(=O)=O (configuration not stated)	-1%	0%	0%	4%	-3	4	-20%	5%	1%	-3%	-5%
O=C(CSc1nnnn1C1CC1)N1CCN(c2ccc(O)cc2)CC1	.	5%	4%	2%	18	-19	.	.	.	0%	-7%
Cc1ccc(NS(=O)(=O)c2ccc3c(c2)n(C)c(=O)n3C)cc1	.	1%	-12%	0%	2	-1	12%	-8%	-2%	-3%	12%
CCc1c(C)nc2c(-c3ccccc3)c(-c3ccccc3)[nH]n2c1=O	.	-4%	2%	0%	0	-2	-24%	-2%	3%	24%	3%
O=[N+]([O-])c1ccc(C=Nc2ccc(Cl)cc2Cl)s1	-1%	11%	-17%	0%	4	-14	-15%	22%	-8%	0%	-10%
Cc1ccc(O)c(NC(=O)c2cc(-c3ccccc3)on2)c1	4%	11%	?	2%	-9	4	?	-4%	6%	0%	-2%
C#CCOc1nc(OCC#C)nc(OCC#C)n1	-3%	0%	12%	0%	16	-1	0%	6%	-4%	6%	-1%
CCc1ccc(NC(=O)Cc2ccc(NC3=NC4CS(=O)(=O)CC4S3)cc2)cc1 (configuration not stated)	-1%	6%	-11%	1%	-2	-6	5%	-9%	.	0%	2%
NC(=O)c1ccc(Oc2ccc(-c3nnco3)cc2)c([N+](=O)[O-])c1	0%	9%	-4%	1%	5	11	9%	?	-2%	7%	4%
COCCC(=O)N1CCC(Oc2ccc(C(=O)NCc3nccn3C)cc2)CC1	-3%	15%	-1%	0%	1	-13	12%	2%	0%	2%	-2%
CC(OC(=O)C1CCN(S(=O)(=O)c2ccc(F)cc2)CC1)C(=O)NC1CCCCC1C (configuration not stated)	.	5%	1%	2%	9	-2	.	.	.	.	6%
Cc1ccc(CSCC(=O)N(C)CC(=O)Nc2c(Cl)cccc2Cl)cc1	.	1%	-7%	1%	-10	2	.	.	.	-2%	15%
COC(=O)c1ccc(S(=O)(=O)N2C3CCC2CC(NC(=O)C2CC2)C3)cc1 (configuration not stated)	-7%	2%	1%	-2%	-7	-3	8%	-15%	0%	0%	-2%
Cc1cccc(NC(=S)NNC(=O)CC(C)O)c1C (configuration not stated)	-1%	9%	5%	1%	-6	10	2%	1%	0%	2%	2%
O=C(Nc1cccnc1)c1ccc(F)c(S(=O)(=O)N2CCOCC2)c1	2%	-22%	4%	-1%	0	-3	6%	-4%	-2%	0%	-4%
